ERG Ets-DNA blk = ERG Ets/DNA interaction inhibition | AID 624246 | Potency, µM (doses to about 76.9 µM), inactives show at the highest dose FP activity, negative = inhibition, usual class: inhibitors | P11308 | hit rate 0.028% among 370,000 | fluorescence polarization, His-ERG Ets domain / labelled DNA; active means well fitted inhibition curve with a large enough effect in the polarisation, with a control signal flat; inconclusive means small, poorly fitted or top-dose-only effect, or effect the other way, or a change in a side signal; inactive means no such curve, though single readings can be large or run the other way; the % refers to the polarisation;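 further: polarization taken with two DNA probes labelled with fluorescein and Texas red; % of control where 0% means no effect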
Target sequence (P11308 whole entry, looked up, the tested form may be a part): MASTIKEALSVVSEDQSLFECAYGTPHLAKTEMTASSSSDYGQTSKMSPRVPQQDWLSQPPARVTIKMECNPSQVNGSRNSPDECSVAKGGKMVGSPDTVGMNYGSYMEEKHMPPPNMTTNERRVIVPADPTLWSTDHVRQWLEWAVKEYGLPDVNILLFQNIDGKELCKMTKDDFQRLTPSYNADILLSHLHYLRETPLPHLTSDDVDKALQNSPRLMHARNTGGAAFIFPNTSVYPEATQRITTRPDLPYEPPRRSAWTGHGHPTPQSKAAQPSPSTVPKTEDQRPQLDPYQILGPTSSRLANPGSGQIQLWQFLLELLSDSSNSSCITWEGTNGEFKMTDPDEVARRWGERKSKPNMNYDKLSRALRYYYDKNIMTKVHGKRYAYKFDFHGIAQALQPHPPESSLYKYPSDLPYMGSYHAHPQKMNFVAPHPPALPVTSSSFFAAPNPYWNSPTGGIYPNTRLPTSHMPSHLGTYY
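His-tagged ERG Ets domain (1 uM in the protein solution; 300mM KCl, 50mM Tris-HCl, 1mM EDTA, 1mM DTT, pH 7.5) received compound, then a probe mix of 5 nM fluorescein-DNA and 100nM Texas-615-DNA. Fluorescence polarization was read for both dyes.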
Pin1 inh = inhibitors of human Pin1; Potency, µM (top dose mostly 115 µM), for inactives: at the highest dose activity, negative = inhibition, usual class: inhibitors; hit rate 0.009% among 390,000; Pin1 FP peptide displacement, HiFluor488, 10 min; Q13526; active means well fitted inhibition curve with a large enough effect in the polarisation, with a control signal flat, not every such curve was filed as active; inconclusive means small, poorly fitted or top-dose-only effect, or effect the other way, or a change in a side signal; inactive means no such curve, though single readings can be large or run the other way; the % refers to the polarisation; further: on the % scale 0 is the no-effect control and ±100 the full control effect
Target sequence (Q13526 whole entry, looked up): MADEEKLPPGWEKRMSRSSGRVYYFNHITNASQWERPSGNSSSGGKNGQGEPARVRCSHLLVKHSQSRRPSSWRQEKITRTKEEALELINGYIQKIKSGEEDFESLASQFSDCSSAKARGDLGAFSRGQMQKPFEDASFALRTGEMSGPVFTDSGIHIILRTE
PGK inhibitor = inhibitors of T. brucei phosphoglycerate kinase; P07378; PGK/GAPDH coupled, Kinase-Glo luminescence, 60 min; Potency, µM (highest dose often 57.5 µM), for the others: top-dose activity change, negative = inhibition, hits mostly inhibitors; hit rate 0.043% among 380,000; further: on the % scale 0 is the no-effect control and ±100 the full control effect; nearly all actives have a fitted effect of over 60% in size
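Recombinant glycosomal PGK reaction used 1,3-bisphosphoglycerate generated in-well by GAPDH (100nM final) in 100mM TEA pH 7.6, 5mM MgCl2, 0.01% Tween-20. After 60 minutes at room temperature, ATP was read by Kinase-Glo Plus luminescence end-point.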
GLS inhibitor = glutaminase GLS (human) inhibition. O94925. GLS enzymatic activity, qHTS titration. Potency, µM (titrated, usually from 45.5 µM), inactives show top-dose activity change, negative = inhibition, actives largely listed as inhibitors. hit rate 0.21% among 410,000. AID 624170; further: on the % scale 0 is the no-effect control and ±100 the full control effect
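Enzyme dispensed in phosphate buffer (45 mM, pH 8.2, 0.02% Tween-20), compounds pinned in, then 1 mM L-glutamine solution and the glutamate oxidase–HRP–Amplex Red mix added; fluorescence read immediately and again after 30 min at room temperature.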
RGS4 inh = inhibitors of human regulator of G protein signaling 4 | Potency, µM (highest dose often 114 µM), inactives show top-dose activity change, negative = inhibition, usual class: inhibitors | hit rate 0.039% among 390,000 | Transcreener GDP fluorescence polarization, RGS4-accelerated GTP hydrolysis | P49798; further: on the % scale 0 is the no-effect control and ±100 the full control effect; nearly all actives have a fitted effect of over 75% in size; some results filed as inactive show a strong effect at the top dose
Target sequence (P49798 whole entry, looked up): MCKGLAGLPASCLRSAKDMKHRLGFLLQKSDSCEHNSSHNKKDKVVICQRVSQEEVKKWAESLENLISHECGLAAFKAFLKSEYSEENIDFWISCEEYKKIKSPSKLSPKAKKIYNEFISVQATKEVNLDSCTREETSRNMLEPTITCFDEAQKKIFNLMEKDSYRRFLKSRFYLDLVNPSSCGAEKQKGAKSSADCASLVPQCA
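MLSMR compounds (23 nl, pin-transferred) preincubated 10 min at room temperature with a 500nM (2x) first reagent, then RGS4 at 900nM (2x) plus Transcreener GDP mix added; fluorescence polarization (620/688 nm) read before and after 90 min at 30 °C.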
JMJD2A Tudor inh = JMJD2A Tudor domain (human) inhibition. Potency, µM (highest dose often 114 µM), inactives show top-dose activity change, negative = inhibition, actives largely listed as inhibitors. O75164. hit rate 4.4% among 390,000. AlphaScreen JMJD2A-Tudor / H3K4me3 peptide binding. AID 504339; further: on the % scale 0 is the no-effect control and ±100 the full control effect; nearly all actives have a fitted effect of over 50% in size
12-LOX inh = ALOX12 (human) lipoxygenase inhibition | hit rate 1.1% among 580,000 | AID 1671190 | P18054 | purified 12hLO, xylenol orange hydroperoxide absorbance | Potency, µM (titrated, usually from 108 µM), for the others: top-dose activity change, negative = inhibition, most hits filed as inhibitors; further: on the % scale 0 is the no-effect control and ±100 the full control effect
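Purified human 12hLO (150 nM final) in 25 mM Hepes, 0.01% Triton X-100, pH 7.0 was preincubated 15 min at room temperature with compound. Then 40 uM arachidonic acid was added, 30 min. Hydroperoxide was read by Fe-XO absorbance ratio 573/405 nm.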
HP1b chromo inh = inhibitors of HP1-beta chromodomain binding to methylated histone tails; P83916; AlphaScreen HP1-beta / biotin-H3K9me3 peptide binding; Potency, µM (doses to about 114 µM), inactives show at the top dose activity change, negative = inhibition, hits mostly inhibitors; hit rate 0.56% among 390,000; further: nearly all actives have a fitted effect of over 70% in size; inactives centre near 23
Target sequence (P83916 whole entry, looked up): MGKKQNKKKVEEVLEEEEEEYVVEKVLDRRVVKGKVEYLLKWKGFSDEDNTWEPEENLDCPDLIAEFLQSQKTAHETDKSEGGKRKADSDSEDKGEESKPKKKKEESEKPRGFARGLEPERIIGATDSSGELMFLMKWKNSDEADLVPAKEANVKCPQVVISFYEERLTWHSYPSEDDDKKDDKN
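HP1-beta protein (50 nM final) preincubated 30 min at room temperature with biotinylated H3(1-18)K9me3 peptide (50 nM) in PBS pH 7.4, 0.01% Tween-20, then compound added for 30 min. AlphaScreen streptavidin donor/nickel chelate acceptor beads (10 ug/mL final), 30 min dark, luminescence read.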
TrxR1 inh = blocks rat thioredoxin reductase 1. Potency, µM (series often up to 114 µM), without a hit: at the top dose activity change, negative = inhibition, usual class: inhibitors. recombinant rTrxR1, NADPH fluorescence consumption, selenite substrate. hit rate 1% among 390,000. O89049; further: on the % scale 0 is the no-effect control and ±100 the full control effect; nearly all actives have a fitted effect of over 65% in size
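Rat TrxR1 (90 nM in the dispensed reagent) was pre-reduced with 400 uM NADPH for 5 min at room temperature, then incubated with compound for 15 min. After 400 uM selenite was added, NADPH fluorescence (Ex 340/Em 450 nm) was followed for 8 min.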
* marks the source's active call; other numbers are inactive results; i = inactive; ? = inconclusive; · = no result given; & = joins results of further samples; [ ] = another dose, or the depositor's remark. Unless noted, the call rests on the fitted dose curve; in most records, active means well fitted curve in the direction sought with a large enough effect; inconclusive means small, poorly fitted or top-dose-only effect, or another doubt; inactive means no such curve, though single readings can be large; an effect the other way counts as inactive or inconclusive. Potency means the concentration at half of the fitted maximal effect.

SMILES | ERG Ets-DNA blk | Pin1 inh | PGK inhibitor | GLS inhibitor | RGS4 inh | JMJD2A Tudor inh | 12-LOX inh | HP1b chromo inh | TrxR1 inh
CCOc1ccccc1OCC(=O)Oc1ccc(C)c(C)c1 | -1% | 2% | i | 1% | -21% | 116%[activator] | 0% | 172%[activator] | 6%
CC(C)C[C@@H](CN)NC(=O)c1nc[nH]c1C(=O)N[C@@H](C)C(=O)CNC[C@H](C)NC(=O)c1nc[nH]c1C(=O)N[C@@H](CC(=O)O)C(=O)O | 12% | -6% | -1% | 1% | -51% | 56µM* | 44%[activator] | 45% | -8%
COCCn1c(COc2cccc(OC)c2)nnc1SCC(=O)N1CCOCC1 | 2% | 3% | -6% | 6% | 11% | -9% | 10% | 10% | 21%
COc1cc(O)c(C(C)=O)c(CC(=O)O)c1 | 5% | · | 16µM* | 10µM* | 4% | 32µM* | ? | ? | -15%
NS(=O)(=O)c1ccc(CCNC(=O)CNC(=O)Cc2cccc3ccccc23)cc1 | 4% | 1% | · | -1% | -32% | -5% | 0% | 14% | 17%
CN(C)c1ccc(CNC(=O)C2CCN(Cc3cc4ccccc4n3Cc3ccccc3)CC2)cc1 | 9% | 14% | -3% | 40%[activator] | -25% | 11µM* | -30% | -22% | -8%[57.1 µM]
CCCCNC(=O)c1cc(-c2ccc(OC)cc2)on1 | 3% | -8% | -3% | -4% | -19% | -1% | -6% | 47%[activator] | 7%
CCOCCCNC(=S)Nc1ccc(S(N)(=O)=O)cc1 | -2% | -6% | 5% | 6% | 8% | -3% | -28% | 33% | -2%
O=C(CCC(=O)NNC(=O)Nc1cccc(Cl)c1)NCc1ccccc1 | -9% | 0% | -6% | -32% | -4% | 2% | -1% | 13% | 24%[57.1 µM]
COc1ccc(OCC2c3cc(OC)c(OC)cc3CCN2C(=O)COc2ccc(Cl)cc2Cl)cc1 (stereo not given) | 0% | 41%[activator] | 2% | -5% | 10% | -36% | -25% | 7% | 11%[57.1 µM]
Cc1ccc(S(=O)(=O)CCC(=O)OCC(=O)N(C)Cc2ccccc2)cc1 | -23% | 2% | -9% | -2% | -23% | -9% | 11% | 41%[activator] | 1%
COc1ccc(OC)c(C2=NOC(C(=O)NCc3cccnc3)C2)c1 (stereo not given) | -20% | 1% | i | -8% | -9% | -3% | 0% | 26% | 29%[57.1 µM]
COc1ccccc1C1CC(c2cccs2)=NN1C(=O)CCC(=O)O (stereo not given) | 10% | 15% | -4% | 3% | -4% | -1% | 4% | 33% | 8%
CC(=O)NCCCc1nc2ccccc2n1Cc1cc(C)ccc1C | 2% | -4% | 0% | 0% | -21% | -11% | -1% | 1% | 18%[57.1 µM]
Cc1cc(Br)ccc1NC(=O)CN(C)C(=O)c1cccc(S(=O)(=O)N2CCN(C)CC2)c1 | 3% | 0% | -6% | -7% | 8% | ? | 0% | 5% | 16%
O=C(Nc1ccccc1C(F)(F)F)c1cc2ncc(CCCl)cn2n1 | -7% | 3% | -9% | 3% | 8% | -18% | -20% | 44%[activator] | 0%
COc1ccc(C)cc1NC(=O)Cn1c(=O)oc2cc(S(=O)(=O)N3CCCCCC3)ccc21 | -3% | 9% | i | -13% | 20% | -17% | ? | 16% | 37%[activator][57.1 µM]
COc1ccc2c(c1)CCc1c(C(=O)N(C)c3ccccc3)noc1-2 | -2% | -9% | i | -3% | 4%[11.4 µM] | -15%[11.4 µM] | -15% | 53%[activator] | 79µM*
O=C1c2ccccc2C(O)N1c1cccnc1 (stereo not given) | -4% | 1% | 5% | 13% | 11% | -10% | 4% | 17% | 6%[57.1 µM]
Cc1cc2ccccc2n1CCNC(=O)c1cccc(Br)c1 | -2% | 8% | -6% | -5% | 8% | -25% | -34% | 12% | 4%
COc1ccc(CNC(=O)c2oc3ccc(S(=O)(=O)N4CCOCC4)cc3c2C)cc1 | 4% | -2% | 7% | 5% | -29% | 0% | 17% | 16% | 36%[57.1 µM]
COc1ccc(OC)c(CCNC(=O)c2ccc(CS(=O)Cc3ccc(Cl)cc3)o2)c1 (stereo not given) | 9% | -7% | -10% | -16% | -19% | -14% | 11% | 27% | 0%
O=C(c1ccc2c(c1)N(Cc1ccc(Cl)cc1)C(=O)c1ccccc1S2(=O)=O)N1CCC(Cc2ccccc2)CC1 | 0% | 27% | 10% | 0% | -7% | -20% | 0% | 18% | -2%
CCCCN(CCCC)CCNC(=O)c1cn(C)c2ccc(S(=O)(=O)N(C)C3CCCCC3)cc2c1=O | 2% | 6% | -10% | 13% | -35% | 19% | 0% | 43%[activator] | 6%
COc1ccc(N2C(=O)C(CC(=O)Nc3ccccc3)N(CCc3ccc(OC)c(OC)c3)C2=O)cc1 (stereo not given) | 13% | -10% | -8% | -5% | 2% | -17% | 1% | 31% | 26%
COC(=O)c1nn(-c2cccc(Cl)c2)cc(OC)c1=O | -3% | 6% | -2% | 1% | 28% | -4% | · | 9% | 17%
O=S(=O)(c1cccc(-c2nnc(-c3cccnc3)o2)c1)N1CCCCC1 | -3% | 7% | -1% | -1% | -9% | -6% | 0% | 22% | -9%
CCN1CCN(C(=O)c2ccccc2N(Cc2ccccc2)S(C)(=O)=O)CC1 | -1% | -2% | -9% | -2% | -20% | 3% | 0% | 28% | -4%
CSc1ccc(CCNC(=O)c2cc(-c3ccccc3)c(N3CCOCC3)s2)cc1 | 4% | -3% | 6% | -6% | 3% | -11% | -15% | 24% | 21%
CCOc1ccc(C(O)c2nccn2C)cc1 (stereo not given) | 0% | 1% | -4% | -1% | 21% | ? | ? | 19% | -10%[57.1 µM]
COc1ccc(C2OC(=O)CC2C(=O)NC2CCCCCC2)cc1OC (stereo not given) | -8% | 9% | -5% | 5% | 37% | -6% | 10% | 17% | 17%
CC(=O)Nc1ccc(C=NNc2ccc([N+](=O)[O-])cc2S(=O)(=O)Nc2ccccc2C(=O)O)cc1 | 5% | ? | ? | ? | -14% | ? | ? | 12% | -22%
CC(Oc1ccccc1)C(=O)OCC(=O)NC(=O)NC1CCCCC1 (stereo not given) | -5% | -1% | -4% | 10% | -8% | -15% | 0%&10% | 38% | 5%
CC(=O)c1ccc(N2CCN(c3ncnc4c3c(-c3ccccc3)cn4-c3ccc(Cl)cc3)CC2)cc1 | 0% | 0% | -2% | -9% | 9% | -21% | -12% | -9% | 17%[57.1 µM]
O=C(CSc1nc2c(c(=O)n1-c1ccc(Br)cc1)SCC2)NCC1CCCO1 (stereo not given) | 8% | 0% | i | 12% | -4% | -18% | · | 20% | -4%[57.1 µM]
CC(C)(C)NC(=O)c1ccc2c(c1)N(CC(=O)N1CCCCC1)C(=O)C(C)(C)O2 | 4% | -2% | 1% | -2% | -14% | -6% | -17% | 54%[activator] | 13%[57.1 µM]
Cc1ccc(NC(=O)/C=C/c2cccc(C(F)(F)F)c2)cc1 | -2% | -2% | i | -1% | -35% | -22% | -13% | 23% | 4%[57.1 µM]
CCCCSCc1cc(C(=O)O)oc1C(C)(C)C | -4% | -2% | -1% | -14% | -23% | -22% | ? | 23% | 38%[activator][57.1 µM]
OCc1nc2ccccc2n1/N=C/c1cccs1 | -5% | -9% | i | 1% | 1% | 4% | 200%[activator] | 24% | 13%[57.1 µM]
COc1ccc2nc(N3CCC(C)CC3)c(C#N)cc2c1 | 1% | ? | 8% | ? | 5% | 489%[activator] | ? | · | -19%
COc1ccc(Nc2cc(C(=O)NCCCN(C)c3ccccc3)c3ccccc3n2)c(OC)c1 | 1% | 0% | 0% | 30%[activator] | -2% | 16µM* | -29% | -4% | 19%[57.1 µM]
CC(Oc1ccc(Cl)cc1)c1ccn[nH]1 (stereo not given) | 6% | 2% | 7% | 9% | 32% | -5% | 14% | 39%[activator] | -7%[57.1 µM]
O=[N+]([O-])c1ccc(Oc2ccc(F)cc2)c2ccncc12 | -16% | -5% | i | 0% | -15% | ? | ? | -34% | 13%[57.1 µM]
COc1ccc(C2CC(=O)N(Cc3ccccc3)c3c2c(C)nn3-c2nc(C)cc(C)n2)c(OC)c1 (stereo not given) | -1% | -2% | 1% | -2% | -1% | -13% | -12% | 43%[activator] | 16%
CN(Cc1ccccc1)C(=O)c1nc2ccccn2c1CNCCCOc1cccnc1 | -6% | -2% | -7% | 0% | 11% | -7% | 0% | 38% | -7%
O=C(NNS(=O)(=O)c1ccc(F)cc1)c1cnn(-c2ccccc2)c1C(F)(F)F | 2% | -1% | -1% | 3% | -3% | -9% | 8% | 23% | 15%
O=C(NNS(=O)(=O)c1ccc2ccccc2c1)NC1CCCCC1 | 0% | -2% | -6% | 19% | -5% | 1%[57.1 µM] | 12% | 44%[activator] | 1%

Gathered by group, the compounds so far containing a nitro group on carbon
SMILES | ERG Ets-DNA blk | Pin1 inh | PGK inhibitor | GLS inhibitor | RGS4 inh | JMJD2A Tudor inh | 12-LOX inh | HP1b chromo inh | TrxR1 inh
CC(=O)Nc1ccc(C=NNc2ccc([N+](=O)[O-])cc2S(=O)(=O)Nc2ccccc2C(=O)O)cc1 | 5% | ? | ? | ? | -14% | ? | ? | 12% | -22%
O=[N+]([O-])c1ccc(Oc2ccc(F)cc2)c2ccncc12 | -16% | -5% | i | 0% | -15% | ? | ? | -34% | 13%[57.1 µM]

Screening data: PubChem, National Center for Advancing Translational Sciences (NCATS)

Some of the compounds tested, so the mix of outcomes need not match the whole.
